S-ASM inh: human S-ASM enzyme inhibition; P17405; placental ASM, HMU-PC fluorogenic substrate, 60 min; Potency, µM (doses to about 57.5 µM), inactives show at the highest dose activity change, negative = inhibition, most hits filed as inhibitors; hit rate 0.006% among 340,000; further: potency means the concentration at half of the fitted maximal effect
Target sequence (P17405 47-631 limits assumed): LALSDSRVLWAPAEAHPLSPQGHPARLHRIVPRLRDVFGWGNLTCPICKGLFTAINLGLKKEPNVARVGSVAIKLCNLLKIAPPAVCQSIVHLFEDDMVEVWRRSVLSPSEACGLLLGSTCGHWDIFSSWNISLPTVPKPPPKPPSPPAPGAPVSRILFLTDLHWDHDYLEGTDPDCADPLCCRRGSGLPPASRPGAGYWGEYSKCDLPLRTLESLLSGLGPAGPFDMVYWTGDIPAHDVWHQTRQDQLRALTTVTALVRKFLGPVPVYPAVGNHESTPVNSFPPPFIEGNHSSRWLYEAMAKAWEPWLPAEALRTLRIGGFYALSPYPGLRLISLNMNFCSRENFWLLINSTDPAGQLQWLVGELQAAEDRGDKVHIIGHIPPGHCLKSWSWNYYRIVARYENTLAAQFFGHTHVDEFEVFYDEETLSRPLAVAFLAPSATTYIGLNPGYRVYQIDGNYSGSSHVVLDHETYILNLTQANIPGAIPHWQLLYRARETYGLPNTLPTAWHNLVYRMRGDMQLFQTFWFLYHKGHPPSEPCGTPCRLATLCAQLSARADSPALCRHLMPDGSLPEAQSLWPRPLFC
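Human placenta-derived ASM preincubated with compound 10 min at room temperature, then reacted with 9 uM (final) fluorogenic HMU-PC substrate for 60 min at 37 C. Stop solution raises pH to 10; fluorescence read at Ex 386/Em 447 nm.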
GALK inhibitor: galactokinase (human) inhibition; P51570; Purified GALK, Kinase-Glo residual ATP luminescence; Potency, µM (doses to about 57.5 µM), for inactives: at the highest dose activity change, negative = inhibition, most hits filed as inhibitors; hit rate 0.007% among 270,000; further: potency means the concentration at half of the fitted maximal effect; on the % scale 0 is the no-effect control and ±100 the full control effect
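Kinase-Glo Plus luminescence measured ATP left after a 1 h room-temperature reaction. The reaction used 5 nM GALK, 100 uM galactose and 35 uM ATP at pH 8.0 (20 mM HEPES, 5 mM MgCl2, 60 mM NaCl, 1 mM DTT, 0.01% BSA).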
Giardia killer: Giardia lamblia killing; Giardia lamblia trophozoite viability; activity change, % at 7.66 µM, hits read low; hit rate 0.15% among 340,000; AID 540267; in the data active means activity change below about -80%; inconclusive means between about -30% and that limit;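 further: parasites exposed to compound for two days anaerobically before the ATP read; on the % scale 0 is the no-effect control and ±100 the full control effect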
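Luminescent ATP signal served as the viability read-out, measured 15-30 min after adding ATP detection reagent to trophozoites that had been incubated with compounds for 48 hrs at 37 deg C anaerobically at 100 cells/well.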
Chronic BCR inh: inhibitors of chronic active B-cell receptor signaling; ABC-DLBCL IkBa-CBG/CBR reporter, luminescence ratio, 4 h; Potency, µM (doses to about 46.1 µM), inactives show at the top dose ratio change, negative = lower green/red ratio, most hits filed as inhibitors; hit rate 0.05% among 340,000; active means well fitted inhibition curve with a large enough effect in the signal ratio, with a control signal flat, not every such curve was filed as active; inconclusive means small, poorly fitted or top-dose-only effect, or effect the other way, or a change in a side signal; the % refers to the signal ratio;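 further: potency means the concentration at half of the fitted maximal effect; plate controls were basal doxycycline-induced cells for no effect and cells given 10 µM MG132 for full effect; MG132 reads +100%, hits lower the ratio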
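Compounds up to 46 uM were incubated four hours with TMD8 cells whose green CBG68 luciferase is fused to IkappaBalpha; red CBR luminescence normalised the signal, and concentration-effect curves were fitted to fusion, red and ratio data.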
B2AR arrestin: beta2AR (human) beta-arrestin recruitment activity | P07550 | beta-arrestin recruitment to beta2AR, cell-based reporter | Potency, µM (highest dose often 46.1 µM), for inactives: at the top dose activation, actives largely listed as activators | hit rate 0.02% among 330,000;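 further: potency means the concentration at half of the fitted maximal effect; 0% = DMSO controls and full agonism = EC100 isoproterenol or metaproterenol; nearly all actives have a fitted effect of over 65% in size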
FBPA coupling cs: inhibits coupling enzyme system, counter-screen for aldolase hits; coupling enzyme system counterscreen, AmpLite Red fluorescence; activity change, negative = inhibition, % at 58.2 µM, hits read low; hit rate 0.67% among 290,000; AID 2472; in the data active means activity change below about -30%; further: on the % scale 0 is the no-effect control and ±100 the full control effect
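Counterscreen of the coupled detection system alone, without aldolase: glyceraldehyde-3-phosphate coupling enzymes plus AmpLite Red readout. Compounds at 57.5 uM final, 10 min RT preincubation, 20 min RT reaction, fluorescence 525/598 nm.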
Tb PFK inh: inhibitors of T. brucei phosphofructokinase. O15648. T. brucei PFK, ADP-Glo luminescence. Potency, µM (top dose mostly 57.5 µM), for inactives: at the highest dose activity, negative = inhibition, actives largely listed as inhibitors. hit rate 0.17% among 330,000. AID 485367;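 further: potency means the concentration at half of the fitted maximal effect; 0% = uninhibited 1x PFK enzyme wells and -100% = no-enzyme wells; nearly all actives have a fitted effect of over 60% in size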
Target sequence (O15648 whole entry, looked up): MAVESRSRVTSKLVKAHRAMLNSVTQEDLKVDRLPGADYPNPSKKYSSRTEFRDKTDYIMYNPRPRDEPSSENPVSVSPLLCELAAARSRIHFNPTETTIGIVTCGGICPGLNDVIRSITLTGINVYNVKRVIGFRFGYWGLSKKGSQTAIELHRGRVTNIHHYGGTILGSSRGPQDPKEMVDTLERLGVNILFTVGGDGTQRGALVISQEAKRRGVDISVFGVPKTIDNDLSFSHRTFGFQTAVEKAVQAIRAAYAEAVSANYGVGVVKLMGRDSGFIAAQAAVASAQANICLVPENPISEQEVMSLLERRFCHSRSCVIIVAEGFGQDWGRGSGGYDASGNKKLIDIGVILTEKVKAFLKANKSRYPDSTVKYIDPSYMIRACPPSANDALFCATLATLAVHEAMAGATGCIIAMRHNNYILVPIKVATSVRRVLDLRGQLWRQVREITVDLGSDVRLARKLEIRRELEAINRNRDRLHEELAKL
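PFK 1.25 nM, F6P 0.5 mM, ATP 0.1 mM, 0.1 M TEA pH 8.0, 5 mM MgCl2, 0.01% Tween20, 0.1% BSA; 45 min RT. ADP-Glo readout. qHTS titration up to 57 uM; curves fitted, compounds curve-classed.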
TSG101-PTAP inh: blocks PTAP/TSG101 interaction to inhibit HIV-1 budding; Fluorescence polarization, FITC-PTAP peptide / Tsg101 binding; Potency, µM (series often up to 115 µM), without a hit: top-dose activity change, negative = inhibition, actives largely listed as inhibitors; 340,000 tested, under 10 active; AID 493005; Q99816; active means well fitted inhibition curve with a large enough effect in the main read-out, with a control signal flat, not every such curve was filed as active; inconclusive means small, poorly fitted or top-dose-only effect, or effect the other way, or a change in a side signal; inactive means no such curve, though single readings can be large or run the other way; further: potency means the concentration at half of the fitted maximal effect; % of control where 0% means no effect
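Tsg101 binding domain (10 uM final) was mixed with compound and a FITC-labeled PTAP peptide (50 nM final) in HEPES pH 7.5 buffer with NaCl, Tween 20, EDTA and TCEP; fluorescence polarization was read after 20 min at r.t.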
PKM2 act: increases activity of human pyruvate kinase M2; P14618; purified PKM2, Kinase-Glo ATP luminescence, activation; response scale: 0% is enzyme alone, no compound; Potency, µM (highest dose often 57.5 µM), inactives show at the highest dose activation, most hits filed as activators; hit rate 0.34% among 260,000; further: potency means the concentration at half of the fitted maximal effect; on the % scale 0 is the no-effect control and ±100 the full control effect; nearly all actives have a fitted effect of over 55% in size
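Purified hPK-M2 (>95% pure) converted ADP (0.1 mM final) to ATP with 0.5 mM PEP in 50 mM imidazole pH7.2, KCl, MgCl2, Tween 20, BSA; 1 h at room temperature. ATP detected by Kinase-Glo luminescence.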
Menin-MLL TR inh: menin-MLL binding inhibition, Texas Red mutant peptide; AID 1768; hit rate 0.23% among 270,000; O00255; Menin + Texas Red MLL mutant peptide, fluorescence polarization; Potency, µM (highest dose often 61.6 µM), without a hit: at the highest dose FP activity change, negative = inhibition, usual class: inhibitors; active means well fitted inhibition curve with a large enough effect in the polarisation, with a control signal flat, not every such curve was filed as active; inconclusive means small, poorly fitted or top-dose-only effect, or effect the other way, or a change in a side signal; inactive means no such curve, though single readings can be large or run the other way; the % refers to the polarisation; further: potency means the concentration at half of the fitted maximal effect; % of control where 0% means no effect; many of its hits are not listed in these tables
a7 integrin act: activates integrin-mediated alleviation for muscular dystrophy. alpha7betagal myoblasts, beta-gal FDG fluorescence, 48 h. Potency, µM (series often up to 38.3 µM), for inactives: at the top dose activation, hits mostly activators. hit rate 0.064% among 350,000. AID 624291;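 further: potency means the concentration at half of the fitted maximal effect; 100% = response of the positive control SU9516; nearly all actives have a fitted effect of over 60% in size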
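alpha7betagal+/- myoblasts (passage 13, 250/well) treated 48 h at 37C with compounds at 1:260 dilution of DMSO stock. Lysed, then beta-galactosidase activity read as FDG fluorescence (ex 480/em 540) after 30 min, with pre-read for autofluorescence.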
The depositor's hits bear a star; ? = inconclusive; . = not tested or not shown; [ ] = remark or other dose. Unless noted, the call rests on the fitted dose curve; in most records, active means well fitted curve in the direction sought with a large enough effect; inconclusive means small, poorly fitted or top-dose-only effect, or another doubt; inactive means no such curve, though single readings can be large; an effect the other way counts as inactive or inconclusive. Not all compounds are listed; rates above refer to the full screens.

SMILES	S-ASM inh	GALK inhibitor	Giardia killer	Chronic BCR inh	B2AR arrestin	FBPA coupling cs	Tb PFK inh	TSG101-PTAP inh	PKM2 act	Menin-MLL TR inh	a7 integrin act
O=C(CC12CC3CC(CC(C3)C1)C2)NC(=S)N1CCCCC1	-2%	-1%	12	-12%	-0.1%	5	-6%	1%	-4%	-24%	9%
CCOc1ccccc1N1CCN(Cc2cnc(-c3ccccc3)[nH]2)CC1	-1%	0%	5	-25%	0.3%	3	4%	-5%	0%	.	-17%
COc1cccc(/C=N/Nc2ncnc(N)c2[N+](=O)[O-])c1OC	-1%	-1%	0	?	0.0%	1	-1%	-12%	-7%	.	0%
O=C(Nc1ccc(N2CCOCC2)cc1)C1CCCN(S(=O)(=O)c2cccc(C(F)(F)F)c2)C1 (stereo not given)	0%	15%	8	3%	-0.5%	2	3%	0%	-4%	4%	22%
O=C(NCC1CCCO1)c1ccc(N2CCCCC2)nc1 (stereo not given)	2%	-4%	-14	-2%	-0.2%	0	2%	-6%	-11%	-15%	-12%
CCc1ccc(NC(=O)c2cccc(C(=O)Nc3ccc(CC)cc3)n2)cc1	?	1%	-17	0%	-0.7%	-3	-23%	4%	0%	3%	-2%
Cc1c(C(=O)Nc2c(C)n(C)n(-c3ccccc3)c2=O)oc2ccccc12	4%	-2%	4	?	-0.2%	3	-2%	1%	-6%	8%	-9%
C/[N+]([O-])=C\c1ccc([N+](=O)[O-])o1	-3%	1%	-93*	7%	0.0%	-5	1%	-8%	.	1%	-37%
Cc1ccc2[nH]c3c(c2c1)CCCC3=O	10%	0%	-5	?	-0.2%	0	-2%	-3%	-1%	5%	12%
C[C@H](NC(=O)C1CC(=O)N(c2ccc3c(c2)OCO3)C1)C(=O)NC1CCCC1 (stereo not given in full)	2%	0%	-3	5%	0.4%	-2	-1%	0%	-1%	14%	-4%
CSc1ccc(/C=C(/NC(=O)c2ccccc2)C(=O)N2CCN(C)CC2)cc1	2%	2%	-9	-4%	-0.1%	2	0%	-5%	0%	-18%	13%
OCCSc1nc(-c2cccnc2)nc2ccccc12	-2%	-3%	0	14%	0.2%	1	-5%	-3%	0%	-18%	-5%
O=C(NC1CCNCC1)C1CC1	-2%	8%	-14	5%	-0.9%	-3	-16%	-3%	-1%	1%	-13%
CC(=O)Oc1cccc(-c2nc3ccccc3c(=O)o2)c1	0%	-6%	-1	?	0.3%	2	7%	-8%	-8%	12%	11%
Cc1ccc2c(c1)-c1c(cnn1CC(=O)O)CO2	0%	3%	6	1%	-0.8%	4	-2%	-1%	-7%	?	-15%
CCn1cc(C(=O)O)c(=O)c2cc(F)c(N3CCN(C(=S)NC(=O)c4ccccc4)CC3)cc21	-1%	.	6	?	-1.4%	0	4%	-2%	-1%	.	13%
O=S(=O)(NCc1cn2ccsc2n1)c1ccc(Oc2ccccc2)cc1	-2%	0%	-1	-1%	-0.4%	0	-1%	1%	2%	.	-50%[inhibitor]
O=C(COC(=O)/C=C/c1ccc(F)cc1)Nc1ccc(Cl)cn1	-5%	13%	-6	3%	0.1%	0	-1%	1%	2%	2%	-39%[inhibitor]
Cc1ccccc1NC(=O)NCc1ccc2c(c1)OCO2	-7%	1%	8	0%	0.0%	2	0%	-7%	-1%	-17%	-21%
NC(=O)[C@@H]1CCCNc2c(I)cc([N+](=O)[O-])cc2C(=O)N[C@@H](CO)C(=O)NCC(=O)N1	-6%	.	-14	1%	-0.4%	-1	-4%	-2%	-1%	20%	24%

Overlap with the part before: 3 entries; new compounds follow.
SMILES	S-ASM inh	GALK inhibitor	Giardia killer	Chronic BCR inh	B2AR arrestin	FBPA coupling cs	Tb PFK inh	TSG101-PTAP inh	PKM2 act	Menin-MLL TR inh	a7 integrin act
O=C(COC(=O)/C=C/c1ccc(F)cc1)Nc1ccc(Cl)cn1	-5%	13%	-6	3%	0.1%	0	-1%	1%	2%	2%	-39%[inhibitor]
Cc1ccccc1NC(=O)NCc1ccc2c(c1)OCO2	-7%	1%	8	0%	0.0%	2	0%	-7%	-1%	-17%	-21%
NC(=O)[C@@H]1CCCNc2c(I)cc([N+](=O)[O-])cc2C(=O)N[C@@H](CO)C(=O)NCC(=O)N1	-6%	.	-14	1%	-0.4%	-1	-4%	-2%	-1%	20%	24%
COc1ccc(CCN(C)C(=O)COc2cccc(-n3cnnn3)c2)cc1OC	3%	.	0	-11%	0.5%	.	3%	-5%	.	.	14%
Cc1ccc(S(=O)(=O)NNC2=NCCCCC2)cc1	3%	7%	-6	?	0.4%	4	1%	-1%	-1%	5%	12%
CN(C)S(=O)(=O)c1ccc(C(=O)OCC(=O)N2CC3(C)CC2CC(C)(C)C3)cc1 (stereo not given)	0%	.	?	?	0.0%	.	-2%	1%	.	.	23%
Cc1nc(CN2CCN(C(=O)c3ccc(Br)cc3)CC2)cs1	-1%	0%	-5	-9%	-0.1%	0	0%	-1%	-1%	-9%	9%
O=C(O)CC1(CC(=O)Nc2ccc3c(c2)C(=O)OC3)CCCCC1	5%	4%	-17	-8%	-0.3%	2	-5%	-3%	-7%	.	-9%
COc1ccc(CNC(=O)c2ccc(CS(=O)(=O)c3ccccc3C)o2)cc1	-4%	-4%	-21	-1%	-0.9%	.	7%	-5%	.	.	22%
CCOc1ccc(N(CC(=O)Nc2c(C)n(C)n(-c3ccccc3)c2=O)S(=O)(=O)c2ccc(F)cc2)cc1	1%	-6%	-9	-3%	-0.4%	.	1%	.	-7%	.	-20%
COC(=O)Cn1ncc2c(C)n(Cc3ccccc3)c(C)c2c1=O	2%	0%	11	9%	-0.4%	-18	-2%	-5%	-11%	-20%	9%
COc1ccc(NC(=O)CSCC(=O)NCCc2ccccn2)cc1	4%	2%	-4	5%	-0.1%	2	1%	0%	-6%	-6%	5%
Cc1ccccc1NC(=O)COC(=O)c1ccc(S(=O)(=O)N2CCCCCC2)cc1	0%	.	16	4%	0.0%	.	6%	-5%	.	.	-8%
CN(CC(=O)NC(=O)NCc1ccccc1)Cc1cccc(Cl)c1Cl	1%	2%	20	-1%	-0.7%	2	-15%	-2%	-5%	-10%	13%
COc1cccc(NC(=O)COC(=O)c2ccccc2C(=O)N2CCN(c3ccccc3)CC2)c1	-2%	10%	-14	?	0.4%	0	0%	-4%	.	2%	18%
Cc1cc(N2CCN(Cc3ccc4c(c3)OCO4)CC2)n2ncnc2n1	0%	0%	1	6%	-0.3%	2	4%	-1%	-2%	-17%	7%
COc1ccc(-c2ccc(C(c3c(C)[nH][nH]c3=O)c3c(C)[nH][nH]c3=O)o2)c([N+](=O)[O-])c1	-1%	-25%	?	?	0.2%	-49*	0%	-2%	0%	6%	-56%[inhibitor]
CCOCCCNC(=O)c1c[nH]c2cc(C)ccc2c1=O	5%	-1%	-7	7%	0.4%	-6	-4%	-1%	-8%	8%	20%
Cc1ccc2c(c1)c1c(n2CC(O)CN2C(=O)CNC2=O)C(=O)CCC1 (stereo not given)	86%[activator]	2%	14	?	0.0%	-6	-4%	0%	27%	-17%	8%
CN1CCN(c2ccccc2NC(=O)c2ccc(-c3ccccc3[N+](=O)[O-])o2)CC1	-1%	-4%	11	-2%	-1.0%	2	-1%	-1%	5%	-2%	-42%
Cc1cc(C)nc(NC=C2C(=O)OC(C)(C)OC2=O)n1	-1%	1%	8	7%	0.4%	3	-2%	0%	-2%	.	-13%
O=C1CC(C(=O)Nc2ccccc2)N=C(N2CCOCC2)N1 (stereo not given)	0%	0%	-5	0%	0.0%	2	-2%	-7%	5%	3%	12%
Cc1cc(C)c2nc(NCCCNC(=S)NCCCN(C)C)c(C#N)cc2c1	.	-1%	3	-26%	-0.1%	-2	3%	1%	-3%	?	-77%[inhibitor]
CC(C)C[C@H](N)c1nnc(S(=O)(=O)Cc2ccc(F)cc2)o1	1%	8%	-16	?	-0.4%	5	-14%	-6%	10µM*	-17%	-55%[inhibitor]
CCc1nnc(NC(=O)c2oc3ccccc3c2COC(C)C)s1	-2%	.	-5	?	-0.2%	.	16%	3%	.	.	5%
COc1ccc(NC(=O)CN2CCN(CC#N)CC2)cc1	4%	9%	2	1%	0.3%	1	1%	-3%	-14%	-16%	0%

Screening results (PubChem)
